Compound activity deposited in PubChem by several laboratories.
Cardiac RTF inh = cardiac RTF calcium sensitivity inhibitors, primary screen, biochemical, IANBD-TnC fluorescence, EC70 calcium; inhibition, % at 7.15 µM; Troponin I, cardiac muscle (Homo sapiens) + Troponin T, cardiac muscle (Homo sapiens) + …; hit rate 0.12% among 340,000; IANBD-labeled cardiac RTF, Ca2+ fluorescence;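 active means inhibition above the mean inhibition of all tested compounds plus 3 SD, cut at about 17% in these data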;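 further: assay run at fixed EC70 calcium of 1.6 mM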
Keap1 Nrf2 FP = Keap1-Nrf2 protein-protein interaction inhibitors, primary screen, biochemical, fluorescence polarization, single point | Kelch-like ECH-associated protein 1 (Homo sapiens), Q14145 | Keap1 Kelch-Nrf2 peptide fluorescence polarization, 1536-well | inhibition, % at 9.4 µM | hit rate 0.15% among 340,000 | AID 504523, 2011; in the data active means inhibition above about 12%;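 further: human Keap1 Kelch domain with fluorescein labeled Nrf2 9mer peptide probe; 0% = neutral control wells and 100% = peptide positive control; higher means more block of Keap1 binding to Nrf2 peptide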
C-LANA FP = inhibitors of KSHV C-LANA binding to DNA, primary screen, biochemical, fluorescence polarization, FAM-LBS DNA, MBP-C-LANA, single point | inhibition, % at 9 µM | hit rate 0.078% among 340,000;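 active means highest replicate inhibition at or above 60% at 9 µM, even if other replicates fall short; inactive means all replicates below 60% inhibition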;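 further: 0% = neutral control wells and 100% = 4 µM acridine orange control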
DAGLB inhibitor = DAGLB lipase inhibitors, primary screen, biochemical, fluorescence, HTS. HEK293T DAGLB membrane lysate, EnzChek fluorogenic substrate. inhibition, % at 5.17 µM. hit rate 0.059% among 340,000; in the data active means inhibition above about 34%;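 further: 0% = enzyme with vehicle and 100% = wells lacking enzyme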
Target sequence (Q8NCG7 whole entry, looked up): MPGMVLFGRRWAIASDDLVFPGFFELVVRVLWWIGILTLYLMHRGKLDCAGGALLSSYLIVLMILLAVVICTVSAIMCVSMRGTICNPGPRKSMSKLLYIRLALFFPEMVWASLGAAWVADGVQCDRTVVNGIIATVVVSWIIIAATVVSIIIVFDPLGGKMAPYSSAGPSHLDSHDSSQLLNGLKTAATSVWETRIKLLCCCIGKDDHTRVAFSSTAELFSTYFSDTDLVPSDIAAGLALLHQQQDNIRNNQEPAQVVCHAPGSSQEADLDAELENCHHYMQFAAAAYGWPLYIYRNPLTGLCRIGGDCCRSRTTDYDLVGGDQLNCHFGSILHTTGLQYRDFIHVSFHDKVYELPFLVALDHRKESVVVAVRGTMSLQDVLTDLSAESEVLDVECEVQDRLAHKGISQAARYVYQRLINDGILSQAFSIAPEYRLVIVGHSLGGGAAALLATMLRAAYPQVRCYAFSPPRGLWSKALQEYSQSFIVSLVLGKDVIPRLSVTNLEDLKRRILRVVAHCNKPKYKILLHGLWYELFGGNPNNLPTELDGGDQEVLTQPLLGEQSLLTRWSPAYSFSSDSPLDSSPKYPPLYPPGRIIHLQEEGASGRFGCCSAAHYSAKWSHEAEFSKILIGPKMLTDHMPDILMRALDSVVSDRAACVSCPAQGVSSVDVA
Arr AP2 block = inhibitors of beta-arrestin/AP2 binding, primary screen, biochemical, GPCR trafficking, flow cytometry | FITC-arrestin peptide / GST-AP2 beads; AP2 beta2 appendage carries R879A mutation | inhibition, % at 10 µM | beta-arrestin 1 C-terminal peptide binding to AP2 beta2-adaptin appendage (human) | hit rate 0.31% among 340,000;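 active means inhibition above a set limit, near 3 SD of compounds lacking own fluorescence, cut at about 54% in these data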;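 further: plate controls were DMSO wells for no effect and 5 µM unlabelled arrestin peptide for full effect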
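System: GST-tagged AP2 beta2-adaptin appendage (R879A) on 4 µm glutathione beads / Reagent: FITC-arrestin peptide, 50 nM / Detection: HyperCyt-sampled flow cytometry, FL1 channel, ex 488/em 535 nm / Timing: 12 min plus 1 h, RT / Buffer or medium: PBS plus Tween 20 (0.05%) and BSA (0.1%)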
SR-BI HDL uptake = inhibitors of SR-BI mediated HDL lipid uptake, primary screen, ldlA[mSR-BI] cells, fluorescence, single point; hit rate 0.96% among 320,000; inhibition, % at 12.5 µM; AID 488896, 2010; ldlA[mSR-BI] CHO cells, DiI-HDL uptake fluorescence, 3 h;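 active means mean replicate inhibition of at least 70% and a set share of replicates each scoring 70 or more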;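 further: 0% = median of neutral control wells and 100% = median of positive control wells; values of inactives mirror those of a sister screen read the other way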
NSD2 inh = NSD2 histone methyltransferase inhibitors, primary screen, biochemical, AlphaScreen, single concentration, set 2; Histone-lysine N-methyltransferase NSD2 (Homo sapiens), O96028; NSD2 peptide methylation, 120 min; inhibition, % at 12.5 µM; hit rate 0.54% among 310,000; AID 743445, 2014; in the data active means inhibition above about 50%
PKA-R2B activ = activators of PKA-R2B holoenzyme, primary screen, biochemical, fluorescence polarization, Cy5-IP20, human; cAMP-dependent protein kinase catalytic subunit beta (Homo sapiens) + cAMP-dependent …; PKA-R2B holoenzyme dissociation; R2B truncated from residue 108, S112A mutant; 0% DMSO only, 100% 113 µM cGMP; activation, % at 11.4 µM; hit rate 0.079% among 340,000; AID 504700, 2011;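 active means activation above a cutoff set at the mean over all compounds plus 3 SD, cut at about 18% in these data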;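 further: higher means more holoenzyme dissociation and a rise in polarization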
Target sequence (P31323 whole entry, looked up, other chains not shown, the tested form may be a part): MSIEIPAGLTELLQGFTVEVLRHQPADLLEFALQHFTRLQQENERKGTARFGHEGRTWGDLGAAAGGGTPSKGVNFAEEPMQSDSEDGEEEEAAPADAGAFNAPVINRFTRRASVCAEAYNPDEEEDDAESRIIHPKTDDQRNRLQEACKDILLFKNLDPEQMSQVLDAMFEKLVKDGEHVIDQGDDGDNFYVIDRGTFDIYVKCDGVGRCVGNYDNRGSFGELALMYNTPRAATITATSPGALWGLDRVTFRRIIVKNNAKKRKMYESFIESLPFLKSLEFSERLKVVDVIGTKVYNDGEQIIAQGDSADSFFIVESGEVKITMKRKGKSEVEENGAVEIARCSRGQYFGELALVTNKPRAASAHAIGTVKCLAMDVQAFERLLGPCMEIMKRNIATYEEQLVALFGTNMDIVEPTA
SR-BI DiI-HDL act = activators of SR-BI mediated DiI-HDL uptake, primary screen, ldlA[mSR-BI] CHO cells, DiI fluorescence; 3 h; 100 = double the neutral-control signal; activation, % at 12.5 µM; hit rate 0.096% among 320,000;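 active means mean replicate activation of at least 60% and every replicate at or above 60%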;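 further: 0% = median plate neutral-control signal and 100% = twice that signal; values of inactives mirror those of a sister screen read the other way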
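System: LDL receptor-deficient CHO ldlA cells overexpressing murine SR-BI | Timing: 3 h uptake period with compound, 37 °C | Medium: HEPES-buffered (25 mM, pH 7.4) F12 plus 0.5% BSA | Dosing: Single-point compound dose | Signal: Bottom-read fluorescence, 550/595 nm | Read-out: Retained DiI signal reflecting DiI-HDL uptake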
PvdQ inh = P. aeruginosa PvdQ acylase inhibitors, primary screen, biochemical, fluorescence, plate reader and imaging, single point; hit rate 0.063% among 340,000; AID 488965, 2010; inhibition, % at 10 µM; PvdQ acylase [Pseudomonas aeruginosa LESB58]; purified PvdQ acylase; in the data active means inhibition above about 30%, passing the limit was not always enough;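 further: 0% = vehicle neutral wells and 100% = reference inhibitor wells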
Active calls of the source: *; x = no result given.

entry | molecule | SR-BI DiI-HDL act | Cardiac RTF inh | PKA-R2B activ | PvdQ inh | DAGLB inhibitor | Keap1 Nrf2 FP | SR-BI HDL uptake | NSD2 inh | C-LANA FP | Arr AP2 block
1 | CN(C(=O)OCc1ccccc1)C(CC(N)=O)C(=O)O (configuration not stated) | 11.8 | -1.3 | -0.2 | 0.5 | -0.8 | -2.2 | -11.8 | -1.4 | 0.4 | 1.4
2 | COCc1cccc(C2=CC(=O)C[C@H](c3ccc(OC)cc3)C2)c1 | -28.7 | -1.2 | -2.9 | -5.3 | -2.5 | -2.1 | 28.7 | x | 0.2 | 9.8
3 | CC(=O)c1cc(CN2CCN(CC=C(C)C)C(CCO)C2)cs1 (configuration not stated) | 5.7 | -8.5 | -2.4 | -0.4 | -0.2 | -2.0 | -5.7 | 0.8 | -1.6 | -1.9
4 | CCOC(=O)c1c(C)c(C(=O)NCc2ccco2)c(C)n1Cc1ccccc1 | 0.2 | -12.2 | 2.7 | -11.4 | -1.4 | -1.8 | -0.2 | 3.0 | -0.7 | 1.2
5 | COc1ccccc1N1C(=O)C(Cl)=C(N2CCCC2)C1=O | -20.5 | -3.5 | 3.1 | -10.2 | 1.2 | -3.6 | 20.5 | -5.9 | 2.0 | 6.4
6 | O=C1OC(c2ccc(Br)cc2)=N/C1=C\N1CCCCC1 | -22.1 | -6.3 | 6.8 | 5.3 | -3.2 | 3.5 | 22.1 | -2.1 | 0.1 | 21.7
7 | Cc1ccc2c(CC(=O)OC3CCOC3=O)coc2c1 (configuration not stated) | -5.6 | -6.2 | 5.7 | 11.2 | -2.4 | -4.4 | 5.6 | 4.6 | -0.3 | -1.2
8 | Cc1cccc(OCC(=O)Nc2ncn[nH]2)c1C | x | -5.0 | 0.6 | -9.3 | -3.1 | 3.5 | x | 98.1* | 0.4 | -2.4
9 | OCC1(Cc2ccccc2C(F)(F)F)CCN(Cc2ccc3c(c2)CCO3)CC1 | 7.4 | 7.0 | -9.8 | -7.4 | -0.5 | -0.8 | -7.4 | -0.8 | 0.3 | -10.2
10 | Cc1ccccc1-c1csc(N)n1 | 2.9 | 2.7 | -1.2 | -7.5 | -1.0 | 5.4 | -2.9 | 0.7 | -0.7 | 3.4
11 | O=C(COc1ccc(Cl)cc1Cl)Nc1ccc(S(=O)(=O)NC2=NCCCCC2)cc1 | -6.7 | 1.7 | 3.2 | -8.2 | 3.4 | -3.4 | 6.7 | -3.8 | -1.6 | 16.0
12 | CSc1nsc(/C=C/Nc2ccc(O)cc2C)c1C#N | -80.6 | -10.8 | -8.9 | -9.4 | 9.4 | -5.3 | 80.6* | 0.5 | 0.6 | 10.3
13 | Cc1ccccc1N(C(=O)c1snc(C(N)=O)c1N)C(C(=O)NCC1CCCO1)c1ccc(N(C)C)cc1 (configuration not stated) | x | -7.4 | -11.7 | -4.7 | 5.1 | -5.0 | x | 11.0 | -0.5 | 12.7
14 | CCCCCC1=NN2C(=O)CC(=O)N=C2S1 | 31.0 | 2.5 | -0.9 | -13.9 | 3.6 | -2.4 | -31.0 | -0.5 | -9.5 | -0.9
15 | CCO[C@@H]1OC(C(=O)NCc2ccccc2)=C[C@H](C)[C@H]1CCCO | 2.2 | -5.2 | -0.7 | -9.9 | -0.9 | -5.7 | -2.2 | x | 0.7 | -1.4
16 | NC(=O)c1ccsc1NC(=O)CCS(=O)(=O)c1ccc(Cl)cc1 | 9.3 | -9.9 | -3.0 | -18.0 | -2.0 | -12.4 | -9.3 | -2.4 | -1.6 | 5.0
17 | O=C(c1cc(COc2ccc(F)cc2F)on1)N1CCOCC1 | -14.7 | -1.8 | -2.3 | -13.8 | -0.6 | 1.0 | 14.7 | -0.2 | -0.8 | -10.6
18 | N#CC1=C(N)SC(N)=C(C#N)C1c1cccc(O)c1 | 2.7 | -62.7 | -7.7 | -7.9 | -10.7 | -78.1 | -2.7 | x | 3.0 | 7.8
19 | C/C(=C\c1ccccc1)CN1CCN(Cc2ccc(C)o2)C(CCO)C1 (configuration not stated) | 15.0 | -9.5 | -13.3 | 1.0 | 0.6 | -4.5 | -15.1 | 7.9 | 2.0 | 25.1
20 | COc1ccc2nc3ccccc3nc2c1NC(=O)c1ccccc1Cl | 6.3 | 0.0 | -4.6 | 4.8 | 3.0 | 15.6* | -6.3 | -1.5 | 9.4 | 35.5
21 | CC1=CN(S(=O)(=O)c2ccc(C)cc2)C[C@@H]2[C@H]3CC[C@H](C3)[C@H]12 | 21.5 | -2.4 | 0.8 | -7.4 | -9.0 | 4.2 | -21.5 | x | 0.6 | 0.4
22 | O=C(Cc1ccc(NC(=O)C2CCCN(C(=O)c3ccccc3)C2)cc1)Nc1ccc(C(=O)N2CCOCC2)cc1 (configuration not stated) | -1.9 | -14.4 | 4.2 | -14.5 | -3.6 | 8.2 | 1.9 | x | 0.5 | 9.0
23 | COc1ccccc1NCc1cc(=O)oc2c(C)c(O)ccc12 | -73.4 | -6.1 | 5.2 | 3.7 | 2.5 | 1.6 | 73.4* | 28.0 | -0.1 | 13.2
24 | COC(=O)CCCC(=O)N1CCCC(CCC(=O)NCc2ccc(F)c(F)c2)C1 (configuration not stated) | -10.9 | -22.3 | -12.8 | -11.2 | -2.2 | -5.7 | 10.9 | -0.9 | 1.0 | 10.6
25 | COc1ccccc1NC(=O)COC(=O)C1CCCC1 | 10.1 | -6.2 | -0.1 | 0.0 | -5.5 | -0.9 | -10.1 | -0.3 | 0.2 | 2.6
26 | COc1ccc(C(=O)NCc2cc3ccccc3n2C)cc1 | -16.2 | -4.0 | 8.0 | -17.2 | -2.5 | -5.8 | 16.2 | -0.3 | 1.9 | -7.3
27 | Cc1[nH]n(-c2cccc3ccccc23)c(=O)c1/C=N/NC(=O)c1cccc([N+](=O)[O-])c1 | -62.4 | -11.7 | -4.0 | -6.6 | 8.9 | 5.1 | 62.4 | -2.7 | 0.3 | 6.4
28 | N#Cc1nc(COc2ccc(F)cc2)oc1NCCCn1ccnc1 | -15.2 | -10.4 | 4.5 | -12.1 | 3.8 | 2.5 | 15.2 | -5.3 | 1.0 | -5.0
29 | COc1ccc(C2=C(CC(=O)O)C(=O)CC2)cc1 | 33.3 | -4.0 | -12.8 | 2.0 | 1.1 | 3.7 | -33.3 | 0.6 | 4.3 | -8.5
30 | Cc1ccc(S(=O)(=O)Nc2ccc(C(=O)NCc3ccncc3)cc2)cc1 | 10.0 | 0.1 | 8.0 | -14.4 | -0.2 | -5.4 | -10.0 | -0.7 | -1.2 | -6.4

(listing goes on)
entry | molecule | SR-BI DiI-HDL act | Cardiac RTF inh | PKA-R2B activ | PvdQ inh | DAGLB inhibitor | Keap1 Nrf2 FP | SR-BI HDL uptake | NSD2 inh | C-LANA FP | Arr AP2 block
31 | CCCCn1c(Cc2ccccc2)n[nH]c1=S | 26.3 | 0.5 | -13.3 | -8.1 | 1.0 | 2.6 | -26.3 | 31.0 | -0.8 | 11.6
32 | COc1ccc(OC)c(Nc2nc(-c3ccncc3)nc3ccccc23)c1 | -47.6 | 1.5 | -1.4 | -10.7 | -1.9 | -4.7 | 47.6 | -4.1 | 0.1 | 12.1
33 | CCOc1ccc(OCC)c(NC(=O)CSc2nnc(Cn3cnc4ccccc43)n2C)c1 | -12.5 | -28.9 | -3.2 | -7.7 | -1.3 | -0.8 | 12.5 | -1.2 | -0.8 | 0.3
34 | NN=C(NN=Cc1ccccc1)c1ccccc1 | 1.0 | -24.1 | -1.8 | -6.7 | -1.6 | -4.8 | -1.0 | -1.2 | -3.7 | 16.4
35 | O=C(Cn1[nH]c(=O)c2ccccc2c1=O)OCC(=O)N1CCCc2ccccc21 | 18.2 | -6.4 | 0.5 | -19.5 | 0.8 | 1.0 | -18.2 | 2.3 | 1.1 | -8.6
36 | COc1cccc(-c2cc(C(=O)O)no2)c1 | 11.0 | -16.0 | 3.4 | -5.2 | 22.4 | -6.7 | -11.0 | x | -0.1 | -2.7
37 | CCCOC(=O)C(=O)NNc1ccccc1 | 51.7 | 0.3 | -2.0 | -13.6 | -1.4 | -1.8 | -51.7 | x | 0.2 | -3.2
38 | O=C(O)CCC1(CCC(=O)O)c2ccccc2-c2ccccc21 | -7.1 | -2.0 | -3.1 | -15.8 | -0.6 | 5.1 | 7.1 | -2.4 | 2.0 | -2.9
39 | CN1CCC(N(C)C(=O)/C(C#N)=C/c2ccc(OC(F)F)cc2)CC1 | x | 1.3 | 5.6 | -7.5 | -0.7 | -0.6 | x | 2.2 | 11.7 | 6.5
40 | CCSc1nnc(NC(=O)c2cccnc2)s1 | 7.3 | -8.0 | -1.4 | 0.8 | 0.6 | 5.6 | -7.3 | -1.9 | -1.2 | 24.0
41 | COc1cccc(C=Nc2ccccc2C(=O)Nc2ccccc2)c1O | -24.8 | -0.3 | -7.9 | -10.6 | 3.5 | 0.3 | 24.8 | -2.5 | 0.3 | 3.4
42 | O=C(CN1CCN(c2ccc(Cl)cc2)CC1)Nc1ccc(F)cc1 | x | -6.3 | 0.9 | 9.6 | -7.8 | 3.8 | x | -3.2 | 0.2 | 8.4
43 | Cc1ccc(-c2noc(CN(C(=O)Cc3ccccc3)C(C)C)n2)cc1 | -19.0 | -10.9 | 1.3 | -6.3 | -5.0 | -0.6 | 19.0 | -2.9 | -0.5 | 24.4
44 | CCCCNC(=O)c1sc(=S)n2c1[nH]c(=O)c1ccccc12 | 14.7 | -20.1 | -6.2 | -12.5 | 24.1 | 0.7 | -14.7 | 7.2 | 4.5 | 1.8
45 | COc1ccc(NC(=O)CSc2cc(C)ccc2C)cn1 | 28.7 | 1.4 | 1.0 | 0.2 | -3.6 | 3.2 | -28.6 | -3.3 | 2.1 | -0.1

Only Keap1 Nrf2 FP, DAGLB inhibitor and SR-BI HDL uptake (two entries from above):
cpd | molecule | Keap1 Nrf2 FP | DAGLB inhibitor | SR-BI HDL uptake
34 | NN=C(NN=Cc1ccccc1)c1ccccc1 | -4.8 | -1.6 | -1.0
35 | O=C(Cn1[nH]c(=O)c2ccccc2c1=O)OCC(=O)N1CCCc2ccccc21 | 1.0 | 0.8 | -18.2
